S1P2 antag = antagonists of human S1P2 receptor; O95136; cell-based S1P2 antagonist assay, inhibition at 5 uM; 97,000 tested, 0.21% active; inhibition, % at 5 µM; in the data active = inhibition above about 45%;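 note: CRE beta-lactamase reporter cells expressing human S1P2 stimulated with S1P; 0% = agonist at EC80 alone and 100% = agonist plus reference antagonist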
PLAP activator = human PLAP activation; P05187; purified PLAP enzyme, luminescent substrate read-out; active compounds read high; activation fold at 20 µM; 96,000 tested, 1.2% active; AID 696; in the data active = activation fold above about 2
sEH inhibitor = soluble epoxide hydrolase (human) inhibition; P34913; recombinant human sEH enzymatic activity assay; inhibition, % at 2 µM; 91,000 tested, 0.34% active; AID 707; in the data active = inhibition above about 80%; note: values of inactives mirror those of a sister screen read the other way; many of its hits are not listed in these tables
PostGolgi yeast = growth inhibition of a yeast mutant, post-Golgi transport screen; post-Golgi transport phenotypic cell assay; 98,000 tested, 0.9% active; inhibition, % at 10 µM;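 note: yeast cells grown in 1536-well plates; yeast grown about 18 h at 30C before absorbance read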
S1P2 ag = S1P2 (human) receptor agonism; activation, % at 4.5 µM; O95136; S1P2-expressing cell line, agonist reporter read-out; AID 729; 97,000 tested, 0.46% active; in the data active = activation above about 16%;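 note: 0% = vehicle low control and 100% = maximal reference agonist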
E coli WT exp = blocks growth of wild type E. coli BW25113. OD600 absorbance. growth inhibition, % at 100 µM. 98,000 tested, 0.15% active. AID 710;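 active = growth inhibition above about 50% at one test dose, limit read from the data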;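 note: growth measured after 20 h incubation at 37 °C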
PostGolgi ctrl = yeast control strain growth, post-Golgi counter-screen | efflux-deficient yeast background strain, growth absorbance A615, 16 h | inhibition, % at 10 µM | 98,000 tested, 5% active | AID 738
sEH act = increases human soluble epoxide hydrolase activity; purified human sEH enzymatic activity, activator screen; activation, % at 2 µM; 91,000 tested, 0.04% active; in the data active = activation above about 37%; note: values of inactives mirror those of a sister screen read the other way
Numbers without * were called inactive. Cut-off read from the data, not from the text of the source, unless noted: active = inhibition above about 30%; inactive = the rest. Some of the compounds tested; rates above refer to the full screens.

SMILES	S1P2 antag	PLAP activator	sEH inhibitor	PostGolgi yeast	S1P2 ag	E coli WT exp	PostGolgi ctrl	sEH act
CCOc1ccc(S(=O)(=O)N2CCCCCC2)c2ccccc12	-4.4	1	7.5	4.2	-4.7	9.0	18.5	-8.6

Compound activity deposited in PubChem by several laboratories.
